Lipid storage S3: qHTS Assay for Lipid Storage Modulators in Drosophila S3 Cells; Drosophila S3 cells, BODIPY lipid droplet fluorescence, 18-24 h; cells fed with added oleic acid; lipid storage change, negative = inhibition, % at the top dose, mostly 46.1 µM; hits show Potency in µM; hit rate 0.64% among 320,000; AID 2685; active = well fitted inhibition curve with a large enough effect in the signal ratio, with a control signal flat, not every such curve was filed as active; inconclusive = small, poorly fitted or top-dose-only effect, or effect the other way, or a change in a side signal; the % refers to the signal ratio
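Drosophila S3 cells got compounds at several concentrations plus oleic acid (400 uM solution). Laser-scanning cytometry with 488 nm excitation read lipid droplets at 500-530 nm and cells at 575-640 nm. Percent activity was relative to 20 uM Triacsin C.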
Lipid storage S3 cell count max: also measured in Lipid storage S3; calls as there; cell number change, %; measured here: cell count max response;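 cells counted by Cell Tracker Red CMTPX staining in the red channel; peak over a dose series mostly up to 46.1 µM; percent activity relative to internal control wells on each plate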
Active calls of the source: *; i = inactive; ? = inconclusive; . = not tested or not shown; [ ] = remark or other dose. % is scaled to controls: 0 for no effect and ±100 for the full control effect; potency is read from the fitted curve at half-maximal effect. Only part of the results is shown (hit frequency here may not be typical).

Lipid storage S3	Lipid storage S3 cell count max	SMILES
i	-12.4	CCCC(c1nnnn1Cc1ccc(OC)cc1)N1CCN(C(=O)c2ccco2)CC1 (centres undefined)
-4.3%	17.5	Cn1c(=O)c(C(=O)NCc2ccc(F)cc2)c(O)c2ccccc21
?	.	COc1ccccc1NC(=O)CCC(=O)N/N=C(/C)c1ccc(C)cc1
23.8%	.	Nc1cc(N2CCCCC2)c(Cl)cc1[N+](=O)[O-]
16.6%	-11.0	C#CCOCCOCCOCCNc1nc(N2CCN(C(=O)[C@H](CCC(=O)O)n3cc(C(N)CO)nn3)CC2)nc(N2CCN(C(=O)[C@H](CCC(=O)O)n3cc(C(N)CC(C)C)nn3)CC2)n1 (some centres undefined)
-10.7%	1.6	O=C(O)CCC1(c2ccccc2)NC(=O)NC1=O (centres undefined)
?	.	COCCn1nnnc1C(c1ccc(C(F)(F)F)cc1)N1CCOCC1 (centres undefined)
?	.	CC(C)NCCCOc1ccc(C(C)(C)c2ccccc2)cc1
?	.	CSc1ccc(C#N)cc1NC(=O)c1ccc(Cl)nc1
?	.	O=C(N/N=C/c1cccc(Br)c1)c1ccc(Br)cc1
i	-16.8	COc1cc(C(c2c(C)n(C)n(-c3ccccc3)c2=O)c2c(C)n(C)n(-c3ccccc3)c2=O)cc(Br)c1O
14.9%	1.8	Cc1ccc(Cn2nnnc2CN2CCC(O)(c3cccnc3)CC2)cc1

Four records drawn at random from the list so far:
Lipid storage S3	Lipid storage S3 cell count max	SMILES
?	.	COc1ccccc1NC(=O)CCC(=O)N/N=C(/C)c1ccc(C)cc1
-10.7%	1.6	O=C(O)CCC1(c2ccccc2)NC(=O)NC1=O (centres undefined)
-4.3%	17.5	Cn1c(=O)c(C(=O)NCc2ccc(F)cc2)c(O)c2ccccc21
?	.	O=C(N/N=C/c1cccc(Br)c1)c1ccc(Br)cc1

Continuation.
Lipid storage S3	Lipid storage S3 cell count max	SMILES
?	.	COc1ccc(CCNC(=O)CSc2nnnn2-c2ccccc2)cc1
6.3%	29.3	COc1cc(-c2nc(CN3CCN(C(=O)c4ccco4)CC3)c(C)o2)ccc1F
?	.	CCCNC(=O)c1ccccc1NC(=O)CN(c1ccccc1OCC)S(C)(=O)=O
?	.	CSc1ncc(C(=O)Nc2ccc(Cl)cc2)c(C)n1
6.3%	1.1	CC(C(=O)NC(C)(C)C)N(Cc1cccs1)C(=O)CCN1CCc2ccccc21 (centres undefined)
18.3%	16.7	COc1cccc(-c2nc(CC(=O)O)cs2)c1OC
?	.	S=c1[nH]ccn1-c1cccc(Cl)c1
?	.	CCOc1ccc(NC(=O)CNC(=O)c2ccc(OC)c(OC)c2)cc1
i	1.0	CCc1ccccc1-n1c(SCC(=O)NC)nnc1-c1ccco1
i	.	Cn1nnc(NC(=S)NC(=O)c2cccc3ccccc23)n1
-12.8%	-8.4	Cc1ccc(C(O)(C(=O)NN(C(=O)c2ccccc2)c2ccccc2)c2ccc(C)cc2)cc1
-6.2%	-5.5	N/C(=N\OC(=O)CCCN1C(=O)c2ccccc2C1=O)c1ccc(Cl)cc1
?	.	CCOc1ccc(NC(=O)CN2CCN(C(=O)c3ccco3)CC2)cc1S(=O)(=O)N1CCCC1
i	-7.4	Cc1ccc([N+](=O)[O-])cc1NC(=O)CN1CCC(C)CC1
?	.	NC(=O)C1CC(=O)N(Cc2ccc3c(c2)OCO3)C(=Nc2ccccc2)S1 (centres undefined)
?	.	COc1ccccc1C1CC(c2cccs2)=Nc2ccccc2S1 (centres undefined)
18.5%	14.4	CCN(CC)CCNC(=O)c1ccc(NC(=O)Cc2ccccc2F)cc1
?	.	Cc1ccc(NS(=O)(=O)c2csc(C(N)=O)c2)cc1C
?	.	CCOC(=O)N1CCC(NC(=O)c2cn(-c3ccc(OC)cc3)c(=O)c3ccccc23)CC1
?	.	Cc1cccc(C)c1NC(=O)CN(C)C(=O)c1cc(S(=O)(=O)N2CCOCC2)ccc1N1CCCC1
7.7%	2.2	O=C(CCCOc1ccc(Cl)cc1Cl)N/N=C/c1ccco1
18.9%	1.8	CCOC(=O)c1[nH]c(C)c(C(=O)Nc2ccc(Cl)cc2)c1C
?	.	c1ccc2nc3ccccc3nc2c1
14.8%	18.3	COc1ccc(S(=O)(=O)N(C)c2ccc(C(=O)N3CCCC3)cc2)cc1
?	.	O=C(CN1C(=O)S/C(=C\C=C\c2ccccc2)C1=O)Nc1cccc(O)c1
-1.5%	.	Cc1cccn2c(CN[C@@H]3CCCC[C@H]3c3ccccc3)c(C(=O)N3CCOCC3)nc12
?	.	N#CC(C#N)=C1C(=O)N(CCN2CCCCC2)c2ccccc21
?	.	COc1ccccc1-n1c(SCC(=O)Nc2ccc(Br)cc2)nc(O)cc1=O
?	.	COc1ccc(NC(=O)CSc2nc3ccccc3c(=O)n2CCCN2CCOCC2)c(OC)c1
?	.	Cc1ccc(OCC(=O)c2cc(C)n(-c3cc(C)on3)c2C)c([N+](=O)[O-])n1
19.9%	5.1	CC(=O)n1nc(-c2ccco2)nc1SCc1ccccc1
?	.	CCN(CC)S(=O)(=O)c1cccc(-c2nnc(SCC(=O)NCCC3=CCCCC3)n2N)c1
?	.	CCc1ccccc1OCC(=O)Nc1ccc2c(c1)OCCO2
?	.	O=S(=O)(N/N=C/c1ccc(F)cc1)c1ccccc1
?	.	O=C(CSc1nnnn1C1CCCCC1)NCCc1ccccc1
-0.8%	1.5	CCC(C)[C@H]1CNC(=O)C(=O)N1CCCc1cc(OC)c(OC)c(OC)c1 (some centres undefined)
?	.	Cc1cc(C)cc(C(=O)NC(CC(N)=O)c2ccc(NC3CCCCCCC3)c([N+](=O)[O-])c2)c1 (centres undefined)
?	.	OC1CCCC1
?	.	COc1ccc(OCC(=O)OCC(=O)NC2CC2)cc1
?	.	O=C(CCN1C(=O)/C(=C/c2ccccc2Cl)SC1=S)N1CCCC1
-4.8%	-7.9	Cc1cc(NC(=O)c2ccc(Cl)cc2)n(CCOC(=O)c2ccc(Cl)cc2)n1
?	.	CC1CCCCC1NC(=O)CN1c2cccc3cccc(c23)S1(=O)=O (centres undefined)
-14.0%	-23.5	Cc1ccccc1OCC(=O)N/N=C/c1cn(Cc2ccccc2)c2ccccc12
i	-8.8	CCc1nnc(NC(=O)CSCc2cc(=O)n3nc(C)sc3n2)s1
-13.3%	.	CC(C)NC[C@H](O)c1ccc(O)c(O)c1
?	.	Cn1c(=O)c2c(ncn2CC(=O)N2CCN(S(=O)(=O)c3ccc(F)cc3)CC2)n(C)c1=O
?	.	Cc1ccc(CNC(=O)CCNS(=O)(=O)c2cccc3nonc23)cc1
10.8%	-0.6	Cc1cc(=O)[nH]c(N/N=C/c2ccc(N(C)C)cc2)n1
?	.	CCOC(=O)C1CCN(S(=O)(=O)CCNC(=O)c2ccc(F)cc2)CC1
i	.	Cc1nc2ccccn2c1C(=O)/C=C/c1cccc([N+](=O)[O-])c1
?	.	CN(c1cccc(NC(=O)c2ccc(CN3CCc4ccccc4C3)cc2)c1)S(C)(=O)=O
?	.	CCc1nc2ccc(C(=O)NCc3ccco3)cc2nc1CC
8.0%	13.7	CC(C)OC(=O)c1ccc2nc3ccccc3nc2c1
?	.	O=C(O)C1C2C=CC(O2)C1C(=O)NCc1ccc(Cl)cc1 (centres undefined)
i[0.369 µM]	-8.1	COc1ccc(NC(=O)NNC(=O)COc2ccc3cc(Br)ccc3c2)cc1OC
7.9%	.	COc1ccc(-c2cc(C(=O)c3c(N)n(C)c(=O)n(C)c3=O)c3ccccc3n2)cc1OC
5.2%	-18.9	C=Cc1ccc(C(=O)NC2CCCN(Cc3ccccc3F)C2)cc1 (centres undefined)
?	.	Nc1cc(Cl)ccc1N1C(=O)CCC1=O
8.7%	3.2	CN(CC(=O)Nc1ccccc1C(F)(F)F)CC(=O)N1CCCCCC1
?	.	c1ccc2c(c1)oc1c(NCC3CCCO3)ncnc12 (centres undefined)

Next records
Lipid storage S3	Lipid storage S3 cell count max	SMILES
?	.	O=C(O)CSc1nnc(-c2ccncc2)n1CCc1ccccc1
?	.	CCc1ccc(-c2cc(C)no2)cc1S(=O)(=O)N1CCN(c2ccc(C(C)=O)cc2)CC1
-6.3%	-1.3	O=C(Nc1nnc(SCC(=O)N2CCCc3ccccc32)s1)c1ccc2ccccc2c1
-0.2%	-3.3	Cc1ccc(SCc2cc(=O)[nH]c(Nc3nc(C)c4cccc(C)c4n3)n2)cc1
7.7%	17.5	CC1C/C(=N\NC(=O)c2ccc(NS(=O)(=O)c3ccc(Br)cc3)cc2)CC(C)(C)C1 (centres undefined)
i	-13.2	O=c1nc(N/N=C/c2ccccn2)cn[nH]1
?	.	CC(=O)N(C)c1ccc(OCC(O)CN(c2ccccc2C)S(=O)(=O)c2ccc(C)cc2)cc1 (centres undefined)
?	.	Cc1ccc(/C=C(\NC(=O)c2ccccc2)C(=O)NCC2CCCO2)o1 (centres undefined)
9.6%	8.3	O=C(NNS(=O)(=O)c1ccccc1[N+](=O)[O-])c1ccccc1Cl
8.2%	6.1	COc1cccc(/C=N\NC(=O)Cn2nnc3ccccc32)c1O
i	5.2	OCC1(Cc2ccccc2F)CCCN(CCc2ccccc2)C1 (centres undefined)
14.1%	21.3	Cc1cc(C)c2c3c(oc2n1)C(=O)N(c1cccc(Cl)c1)CC(=O)N3

Whole records from above:
Entry for N#CC(C#N)=C1C(=O)N(CCN2CCCCC2)c2ccccc21 = Lipid storage S3: ?; Lipid storage S3 cell count max: .
Entry for Cc1ccc([N+](=O)[O-])cc1NC(=O)CN1CCC(C)CC1 = Lipid storage S3: i; Lipid storage S3 cell count max: -7.4

(continued)
Lipid storage S3	Lipid storage S3 cell count max	SMILES
?	.	c1ccc(CCn2cnc3ccccc32)cc1
?	.	CCOc1cc(/C=C2\C(=O)ON=C2C)ccc1OCc1ccccc1
12.4%	1.1	CN(C)c1cc(NC(=O)CNC(C)(C)C)c2ccccc2n1
8.3%	-0.8	FC(F)(F)c1cc(C(F)(F)F)c2ccc(N/N=C/c3cccc(Cl)c3)nc2n1
-9.1%	-7.2	CCc1nnc(NS(=O)(=O)c2ccc(NC(=S)NC(=O)c3ccccc3)cc2)s1
-11.3%	-18.2	O=C(Cn1c(-c2ccccc2)c[n+]2ccsc12)c1ccccc1
0.0%	-6.4	Cc1ccc(-c2nc(N)n(C(=O)c3cccs3)n2)cc1
?	.	c1ccc(-c2nccc(-c3ccc(-n4cnc5ccccc54)cc3)n2)cc1
?	.	CSc1ccc(CCNC(=O)Cn2ncc3c([nH]c4ccccc43)c2=O)cc1
i	20.0	O=C(NC1CCCC1)C(c1cccnc1)N(C(=O)c1csnn1)C1CC1 (centres undefined)
?	.	CCS(=O)(=O)c1ccc2oc(Nc3ccccc3Cl)nc2c1
?	.	CC(=O)Nc1ccc(NC(=O)c2cccc(S(=O)(=O)N(C)C3CCCCC3)c2)cc1

Filtered by structure, those above containing a cyano group (two)
Lipid storage S3	Lipid storage S3 cell count max	SMILES
?	.	CSc1ccc(C#N)cc1NC(=O)c1ccc(Cl)nc1
?	.	N#CC(C#N)=C1C(=O)N(CCN2CCCCC2)c2ccccc21

Next section
Lipid storage S3	Lipid storage S3 cell count max	SMILES
?	.	c1ccc(CNc2ncnc3ccccc23)cc1
?	.	Cc1ccc(S(C)(=O)=O)cc1C(=O)OCC(=O)N(Cc1ccccc1)Cc1ccccc1
-0.8%	-22.3	CCS(=O)(=O)N1CCc2cc(OC)c(OC)cc2C1
?	.	CCSc1nc(-c2ccccc2)nc2c1CCCC2
8.9%	4.8	Cc1c(Cl)cnc(NC(=O)COC(=O)c2cc3c(s2)CCC(C)C3)c1Cl (centres undefined)
-18.1%	5.5	Cc1nc(C(F)(F)F)ccc1C(=O)NCC(O)c1ccccc1 (centres undefined)
-18.2%	5.6	Cc1cc(C)c(S(=O)(=O)c2ccccc2C)c(N(C)C)n1
4.7%	-10.4	COc1cccc(C2c3[nH]c4ccccc4c3CCN2C(=O)Cn2cncn2)c1OC (centres undefined)
?	.	COCCNC(=O)c1nn2c(C(F)(F)F)cc(-c3ccccc3)nc2c1Cl
i	.	COc1ccc(Oc2nccc(-c3ccc(Cl)cc3)n2)cc1
?	.	CCC1CCc2sc(C(=O)O)cc2C1 (centres undefined)
-20.7%	8.4	CC1CC(C)CN(C(=O)CSc2nnc(N)s2)C1 (centres undefined)
-7.9%	1.3	CC(=O)NNC(=O)CCn1c2c(c3ccccc31)CCCC2
i	17.8	Cc1ccc(NC(=O)Cn2nc(C(=O)Nc3ccc(C)cc3)ccc2=O)cc1
?	.	Cc1csc2nc(CSc3nncn3-c3ccccc3)c(Br)n12
7.0%	-13.2	CCOC(=O)Cc1csc(SCC(=O)Nc2sc3c(c2C(N)=O)CCC3)n1
?	.	Cc1nn(Cc2ccc(Cl)cc2)c(Cl)c1/C=N/NC(=O)CNc1ccccc1F
?	.	COc1ccc(S(=O)(=O)Nc2cc3c4c(oc3c3ccccc23)CCCC4=O)cc1
3.4%	19.9	O=C(CSc1ncnc2scc(-c3ccccc3)c12)NC1CCS(=O)(=O)C1 (centres undefined)
1.6%	0.5	CN(CC(=O)Nc1ccccc1Cl)C(=O)COC(=O)CCN1C(=O)C2CC=CCC2C1=O (centres undefined)
-21.3%	-8.3	CCCOC(=O)c1ccc(NC(=O)C(=O)NCC2CCCO2)cc1 (centres undefined)
?	.	C=CCOc1ccc(/C(O)=C2\C(=O)C(=O)N(CCCOC)C2c2ccncc2)cc1 (centres undefined)
